aSyn rescue = inhibitors of alpha-synuclein toxicity in yeast. AID 652106. 370,000 tested, 0.14% active. Yeast expressing alpha-synuclein, growth rescue, BacTiter-Glo, 24 h. Potency, µM (highest dose often 46.1 µM), for inactives: at the top dose growth rescue (activation), most hits filed as activators; note: potency is the fitted concentration of half-maximal effect; % of control where 0% means no effect; nearly all actives have a fitted effect of over 65% in size
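Galactose-induced alpha-syn yeast (OD600=0.02, raffinose-pregrown) + pinned cpd, 24 hr, 30 deg C; growth by BacTiter-Glo luminescence. Growth restoration scores as activation.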
Abeta yeast res = compounds reversing amyloid beta toxicity in yeast; 410,000 tested, 0.063% active; yeast expressing A-beta42, growth rescue, OD600, 48 h; response scale: 0% DMSO, 100% iron-clioquinol control; AID 1347071; Potency, µM (titrated, usually from 46.1 µM), without a hit: at the top dose growth rescue, hits mostly activators; note: potency is the fitted concentration of half-maximal effect; nearly all actives have a fitted effect of over 55% in size
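Yeast A-beta toxicity model in growth medium with pinned compounds, 48 h at 30 C; growth read as absorbance at 600 nm. Normalized to FeCl3/clioquinol equimolar mix (positive) and DMSO (negative).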
EPAC2 antag = EPAC2 (human) antagonism | EPAC2 GEF exchange of Rap1B-BODIPY-GDP, fluorescence | Potency, µM (series often up to 114 µM), inactives show at the top dose activity, negative = inhibition, actives largely listed as inhibitors | 360,000 tested, 0.18% active | AID 720708; note: potency is the fitted concentration of half-maximal effect; % is set by controls: 0 for no effect and ±100 for the full control effect; nearly all actives have a fitted effect of over 45% in size; many of its hits are not listed in these tables
FUS suppressor = suppressors of FUS proteinopathy in yeast | S. cerevisiae FUS-expressing, growth rescue, OD600, 24 h | Potency, µM (doses to about 76.6 µM), inactives show at the highest dose growth rescue (activation), hits mostly activators | 390,000 tested, 0.24% active | AID 1347120;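 note: potency is the fitted concentration of half-maximal effect; plate controls were DMSO vehicle for no effect and reference control for full effect; nearly all actives have a fitted effect of over 55% in size; some results filed as inactive show a strong effect at the top dose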
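FUS-expressing yeast, raffinose-pregrown, induced in 2% galactose minimal medium at OD 0.005; compounds in a dilution series, 24hr at 30C. Growth restoration read as absorbance at 600 nm. CP55940 positive control, DMSO negative.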
TDP43 rescue = TDP-43 toxicity inhibition in yeast; TDP-43 expressing yeast growth rescue, BacTiter-Glo, 24 h; Potency, µM (doses to about 46.1 µM), for inactives: at the top dose growth rescue (activation), most hits filed as activators; 410,000 tested, 1.8% active; AID 652104; note: potency is the fitted concentration of half-maximal effect; % of control where 0% means no effect; nearly all actives have a fitted effect of over 50% in size
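Growth rescue of TDP-43-toxic yeast measured as ATP luminescence (BacTiter-Glo). Cells grown to mid-log in raffinose, induced in galactose at OD600=0.02, exposed to compound 24 hr at 30 deg C.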
D3 antag = blocks the human D3 dopamine receptor; D3R cells, DiscoveRx beta-arrestin luminescence, antagonist mode; stronger effect = lower value; 360,000 tested, 2.5% active; max response, negative = inhibition, %; P35462; in the data active = max response below about -50%; inconclusive = no clear call, values can overlap the other calls; note: % is set by controls: 0 for no effect and ±100 for the full control effect; mostly tested at two doses, the higher about 12 µM
Target sequence (P35462 whole entry, looked up): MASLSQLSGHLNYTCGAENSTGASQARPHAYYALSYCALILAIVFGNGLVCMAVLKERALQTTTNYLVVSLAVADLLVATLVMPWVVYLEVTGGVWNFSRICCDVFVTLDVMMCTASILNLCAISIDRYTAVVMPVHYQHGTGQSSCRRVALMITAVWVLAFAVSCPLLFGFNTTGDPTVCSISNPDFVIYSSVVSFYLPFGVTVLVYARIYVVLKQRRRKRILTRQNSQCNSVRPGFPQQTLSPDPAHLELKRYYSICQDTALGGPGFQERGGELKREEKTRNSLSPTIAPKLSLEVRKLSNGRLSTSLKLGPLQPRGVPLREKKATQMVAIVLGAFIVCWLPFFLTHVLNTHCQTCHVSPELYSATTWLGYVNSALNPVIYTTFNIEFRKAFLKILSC
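Cells plated overnight at 1500 cells/well, then exposed to library compounds with dopamine controls for 90 minutes at 37 degrees C. DiscoveRx reagent added for 30–60 minutes at room temperature; luminescence read, quantitative HTS format.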
D3 ag = D3 dopamine receptor (human) agonism | P35462 | D3R DiscoveRx beta-arrestin cells, luminescence, 90 min | max activation, % | 410,000 tested, 0.58% active; in the data active = max activation above about 30%; note: 0% is about no effect; mostly tested at two doses, the higher about 12 µM
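Agonist mode: compounds and dopamine controls were applied to plated cells for 90 min at 37 degrees C after an overnight attachment at 1500 cells/well. Luminescent read-out followed 30 - 60 minutes at room temperature with DiscoveRx detection reagent.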
EPAC2 agonist = activates human EPAC2 exchange factor. Q8WZA2. EPAC2 activation, biochemical qHTS; response scale: 100% = 6.5 mM cAMP response. Potency, µM (top dose mostly 154 µM), for the others: at the highest dose activation, hits mostly activators. 360,000 tested, 0.079% active. AID 720711; note: potency is the fitted concentration of half-maximal effect; nearly all actives have a fitted effect of over 50% in size
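Readout is BODIPY fluorescence (480 nm excitation, 540 nm emission), which falls as labeled GDP is exchanged off Rap1B. EPAC2 at 100 nM acted on 250 nM RAP1B-BODIPY-GDP with 50 uM GDP present.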
Starred values were filed as active, the others as inactive; u = inconclusive; x = not tested or not shown; [ ] = remark or other dose. Unless noted, calls come from the whole dose curve; as a rule, active = well fitted curve in the direction sought with a large enough effect; inconclusive = small, poorly fitted or top-dose-only effect, or another doubt; inactive = no such curve, though single readings can be large; an effect the other way counts as inactive or inconclusive. Not all compounds are listed; count on the stated rates, not on these rows.

SMILES	aSyn rescue	Abeta yeast res	EPAC2 antag	FUS suppressor	TDP43 rescue	D3 antag	D3 ag	EPAC2 agonist
CCOC(=O)c1c(NC(=O)COC(=O)c2nccnc2N)sc2c1CCC2	2%	-14%	-2%	0%	-2%	-11	22	7%
COCCN(Cc1cc2cccc(C)c2[nH]c1=O)C(=O)c1ccccc1	-1%	7%	-9%	7%	13%	-8	1	-2%
N#CCCN(CCC#N)S(=O)(=O)c1ccc(C(=O)Nc2nc(-c3ccccc3)c(C(=O)c3ccccc3)s2)cc1	3%	4%	-7%	11%	6%	-2	-10	10%
CCN(CC(=O)NCc1ccc(Cl)cc1)C(=O)COc1ccc(Cl)cc1Br	22%	14%	-12%	32%	u	-7	-16	0%
C1CCCN(CCCCN2CCCCCC2)CC1	4%	14%	11%	x	-17%	-7	-5	6%
CCN1CCN(c2nc(C)c3c(n2)CC(C)CC3=O)CC1 (stereo not given)	-3%	3%	7%	-12%	2%[9.22 µM]	-12	-33	6%
Cc1ccc(C(=O)NN2C(=O)CSC2=S)cc1	-8%	-18%	-1%	x	-8%	-8	-5	-4%
COc1ccc(/C=C2\C(=O)NC(=S)N2C(=O)c2ccc(F)cc2)cc1	9%	-10%	-9%	11%	-20%	10	-1	3%
COc1cc(C(=O)NCc2nnc(SCC(=O)Nc3nccs3)o2)cc(OC)c1OC	-9%	-13%	-12%	12%	23%	17	6	20%
O=C(O)c1csc(-n2nc(-c3ccccc3)cc2C(F)(F)F)n1	-13%	-23%	12%	-34%	3%	-18	-2	13%
O=C(Cn1nnc2c(cnn2-c2ccc(F)cc2)c1=O)c1ccccc1F	-2%	8%	-8%	21%	-1%	7	10	9%
CC(OC(=O)CN1C(=O)NC2(CCCC2)C1=O)C(=O)Nc1cccc(Cl)c1Cl (stereo not given)	4%	-5%	13%	-9%	11%	6	11	-1%
CCCC1C(C(=O)OCC)=C(C)NC(C)=C1C(=O)OCC	1%	5%	-23%	-1%	24%	-12	2	0%
O=C(CN1CCC(n2nnc3cc(F)ccc32)CC1)NCCc1nc2ccccc2[nH]1	-1%	8%	1%	0%	-13%	-65*	-34	1%
Cc1ccc(S(=O)(=O)Nc2ccc(O)c(S(=O)(=O)c3ccc(C)cc3)c2)cc1	2%	8%	4%	21%	-5%	2	1	14%
CSc1nnc2sc3cc(C)ccc3n12	13%	-17%	1%	4%	19%	-24	-12	8%
Clc1ccc(-c2nn3c(C4COc5ccccc5O4)nnc3s2)cc1 (stereo not given)	-19%	-18%	16%	27%	u	-10	-5	-2%
Cc1[nH]c2ccc(F)cc2c1CCN1C(=O)OC(C)(C)C1(C)O (stereo not given)	7%	-5%	3%	8%	12%	7	1	2%
O=C(c1ccccc1)N1CCN(c2n[nH]c(=O)[nH]c2=O)CC1	-3%	-4%	1%	-9%	3%	-8	-3	8%
CCN(CC)c1ccc(/C=N/n2c(C)nc3ccccc3c2=O)cc1	1%	-11%	-10%	-19%	24%	44	6	5%

Look-ups from the results shown.
Value for Clc1ccc(-c2nn3c(C4COc5ccccc5O4)nnc3s2)cc1 (stereo not given) in EPAC2 agonist: -2%
Value for CCN1CCN(c2nc(C)c3c(n2)CC(C)CC3=O)CC1 (stereo not given) in FUS suppressor: -12%
Value for CCN(CC)c1ccc(/C=N/n2c(C)nc3ccccc3c2=O)cc1 in EPAC2 agonist: 5%
Value for Cc1ccc(S(=O)(=O)Nc2ccc(O)c(S(=O)(=O)c3ccc(C)cc3)c2)cc1 in D3 antag: 2
Value for COc1ccc(/C=C2\C(=O)NC(=S)N2C(=O)c2ccc(F)cc2)cc1 in TDP43 rescue: -20%
Value for CCN(CC(=O)NCc1ccc(Cl)cc1)C(=O)COc1ccc(Cl)cc1Br in D3 ag: -16

Back to the main list with the two entries that preceded the break.
SMILES	aSyn rescue	Abeta yeast res	EPAC2 antag	FUS suppressor	TDP43 rescue	D3 antag	D3 ag	EPAC2 agonist
O=C(c1ccccc1)N1CCN(c2n[nH]c(=O)[nH]c2=O)CC1	-3%	-4%	1%	-9%	3%	-8	-3	8%
CCN(CC)c1ccc(/C=N/n2c(C)nc3ccccc3c2=O)cc1	1%	-11%	-10%	-19%	24%	44	6	5%
O=C(O)CCc1ccc(-c2cccs2)n1NC(=O)c1ccc(Cl)cc1Cl	3%	-10%	4%	64%	-13%	12	-3	14%
OCC[C@H]1C[C@H](O)[C@@H](O)[C@@]2(CCCc3ccccc3O2)O1	-6%	4%	0%	-20%	11%	32	15	17%
COc1ccc(-c2noc(Cc3ccccc3OC)n2)cc1	5%	-7%	8%	7%	3%	1	-7	12%
Cc1cc(C)cc(N(C(=O)CNC(=O)c2ccco2)C(C(=O)NC2CCCC2)c2cccnc2)c1 (stereo not given)	-5%	-3%	-6%	7%	-12%	-8	-3	5%
O=C(CSc1nnc(CNc2ccc(F)cc2)o1)OC1CCCCC1	5%	6%	-8%	-1%	17%	-25	-2	6%
Cc1ccccc1CN(c1ccc(C(=O)Nc2ccccc2C(=O)N2CCCC2)cc1)S(C)(=O)=O	-5%	-14%	-5%	28%	u	-11	-5	19%
CCOC(=O)C1(Cc2cccc(OC)c2)CCCN(Cc2cc(OC)c(O)c(OC)c2)C1 (stereo not given)	-4%	1%	4%	26%	-12%	-24	0	4%
CCOC(=O)NN1C(=O)c2ccccc2NC1c1cccc(O)c1 (stereo not given)	-11%	-25%	24%	x	-23%	-24	-7	3%
COc1cc(C(=O)NCc2nnc(SCC(=O)Nc3cccc(C(F)(F)F)c3)o2)cc(OC)c1OC	-9%	-8%	-12%	27%	-1%	-2	-1	1%
Fc1ccc(CSc2ccc3nnc(-c4cccnc4)n3n2)cc1	0%	-3%	-7%	7%	0%	27	2	-14%
COc1ccccc1CN1C(=O)CNC1=S	10%	x	2%	1%	17%	11	4	8%
CCOC(=O)n1c(SCC(N)=O)nc2ccccc21	-1%	6%	4%	8%	-10%	u	-2	1%
Cc1ccccc1OCC(=O)OCC(=O)N1CCCc2ccccc21	-1%	14%	-2%	12%	14%	-1	15	7%
COc1cc(Cn2ccnc2)c(OC)cc1Cn1ccnc1	-2%	-10%	-3%	0%	-14%	-21	8	9%
COc1ccc(CN2C(=O)CCCc3ccccc32)cc1	10%	3%	-21%	12%	-11%[0.397 µM]	0	5	1%
Fc1ccccc1-c1nc(NCc2ccccc2)c2ccccc2n1	-15%	-14%	-3%	13%	-21%	-3	-32	12%
CCOc1ccc(C(=O)c2cn(CC(=O)Nc3ccc(OC)cc3)c3cc4c(cc3c2=O)OCCO4)cc1	x	1%	x	-23%	22%	x	5	x
Cc1cc(OCC(O)CN2C(C)CCCC2C)ccc1C(C)C (stereo not given)	0%	8%	6%	-1%	-10%	6	-12	3%
COc1ccc(C(C(=O)NCc2ccccc2)N(C(=O)Cn2nnc3ccccc32)c2ccc(OC)cc2)cc1 (stereo not given)	x	-13%	x	-18%	3%	x	-5	x
NC(=O)CC[C@@H]1NC(=O)[C@@H]2CCCN2C(=O)c2cc([N+](=O)[O-])cc(I)c2NCCC[C@@H](C(=O)NC(CC(=O)O)C(N)=O)NC1=O (stereo not given in full)	0%	-4%	1%	8%	12%	1	8	0%
Cc1ccc(S(=O)(=O)N2CCOCC2)cc1NC(=O)COC(=O)C1COc2ccccc2O1 (stereo not given)	4%	0%	0%	x	12%	12	2	8%
CCCNc1nc(N2CCCC2)nc(N2CCCC2)n1	0%	-8%	-26%	16%	6%	-5	5	2%
C=CCN(c1ccccc1)S(=O)(=O)c1cccc(C(=O)N(CC)CC(=O)Nc2c(F)cccc2F)c1	-5%	5%	-4%	x	11%	0	1	12%
COc1ccc(C2=NCC(CSc3nnnn3C)S2)cc1 (stereo not given)	4%	-2%	1%	31%	14%	-7	6	-9%
CC1CC(C)CN(S(=O)(=O)c2ccc(C(=O)N3CCOCC3)cc2)C1 (stereo not given)	5%	7%	1%	x	24%	5	-6	8%
O=C(c1ccco1)N1CCN(CC(=O)N(C2CCCCC2)C2CCS(=O)(=O)C2)CC1 (stereo not given)	0%	2%	-4%	-2%	-6%	10	0	-6%
C=CCN1C(=O)C(CC(=O)Nc2ccccc2F)S/C1=N\c1nccs1 (stereo not given)	6%	-12%	1%	-2%	0%	4	3	-3%
Cn1c(CCN2CCCC2)nc2cc(NS(=O)(=O)c3ccc(F)cc3)ccc21	0%	-12%	-10%	-11%	7%	17	1	1%
COc1ccc(CC(=O)N[C@@H]2c3cc(OC)c(OC)cc3C[C@H]2O)cc1	-3%	-8%	19%	-12%	5%	0	3	13%
COC(=O)C(Cc1ccccc1)NC(=O)c1cccc(S(=O)(=O)N(C)C)c1 (stereo not given)	-5%	-13%	9%	7%	0%	-6	-6	5%
O=C(COc1ccccc1)Nc1nn[nH]n1	-2%	-7%	16%	9%	1%	-8	-2	3%
CS(=O)(=O)c1ccc(C(=O)Nc2nc(-c3ccco3)c(-c3ccco3)s2)cc1	3%	9%	-12%	u	10%	-26	-8	8%
CCN(C[C@H]1N[C@@](CC)(C(=O)OC)[C@H]2C(=O)N(Cc3ccccc3)C(=O)[C@@H]12)C(=O)NC(C)C	0%	-1%	6%	2%	12%	42	13	3%
CCOC(=O)c1c(NC(=O)Cc2coc3cc(C)cc(C)c23)sc2c1CCC2	x	-8%	x	-13%	3%	x	-3	x
COc1ccc(CC(=O)Nc2c(C(=O)N3CCN(c4ncccn4)CC3)oc3ccccc23)cc1OC	-1%	10%	3%	15%	3%	-5	-1	8%
CN(C)CCOC(=O)CCCCCCCCC(=O)OCCN(C)C	23%	7%	8%	3%	0%	-6	-16	17%
CC(C)(C)OC(=O)N1CCN(C(=O)Cn2cc(CCO)nn2)CC1	-1%	-12%	0%	-6%	8%	3	1	21%
c1cnc2ccc(C(c3nnnn3C3CCCCC3)N3CCN(C4CCCCC4)CC3)cc2c1 (stereo not given)	-15%	-7%	13%	-16%	1%	4	-7	-4%
O=C(OCCCc1cc2ccccc2c(=O)o1)c1ccc(C(F)(F)F)cc1	6%	-8%	-26%	u	16%	-12	0	4%
CC1CCCC(C)N1C(=O)COC(=O)c1cc(=O)[nH]c2ccccc12 (stereo not given)	0%	-3%	8%	3%	-6%	3	5	0%
COc1ccc(S(=O)(=O)CCC(=O)NCCc2ccc(S(N)(=O)=O)cc2)cc1	2%	14%	-7%	-11%	-1%	-16	-3	-3%

Assay outcomes: PubChem, National Center for Advancing Translational Sciences (NCATS)
